BoNT-F LC inh: BoNT F light chain protease inhibition | 360,000 compounds, 0.22% hits | Multiplex microsphere protease cleavage assay, flow cytometry | inhibition, % at 10 µM; in the data active means inhibition above about 35%, passing the limit was not always enough; inconclusive means no clear call, values can overlap the other calls; further: plate controls were buffer without enzyme for full effect and enzyme alone for no effect
BioA inh: inhibitors of Mycobacterium tuberculosis BioA enzyme | purified M. tuberculosis BioA enzyme, plate reader | inhibition, % at 9.99 µM | 360,000 compounds, 0.096% hits | AID 602481; in the data active means inhibition above about 40%; inconclusive means no clear call, values can overlap the other calls
GDH-TPI counter: inhibits GDH-TPI coupling enzymes, artifact for Mtb FBA screen | GDH-TPI coupled enzyme counterscreen, NADH absorbance | inhibition, % at 4.8 µM | 360,000 compounds, 1.2% hits; in the data active means inhibition above about 30%;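 further: 0% = DMSO wells and 100% = wells lacking the enzyme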
BoNT A protease: blocks Botulinum neurotoxin A light chain protease. multiplex microsphere protease substrate cleavage, flow cytometry. inhibition, % at 10 µM. 360,000 compounds, 0.17% hits; further: plate controls were buffer without enzyme for full effect and enzyme alone for no effect
UGM FP inh: inhibitors of M. tuberculosis UDP-galactopyranose mutase. P9WIQ1. purified UGM, fluorescence polarization probe displacement. inhibition, % at 10 µM. 320,000 compounds, 0.06% hits. AID 504406; in the data active means inhibition above about 10%, passing the limit was not always enough; inconclusive means no clear call, values can overlap the other calls
Target sequence (P9WIQ1 whole entry, looked up): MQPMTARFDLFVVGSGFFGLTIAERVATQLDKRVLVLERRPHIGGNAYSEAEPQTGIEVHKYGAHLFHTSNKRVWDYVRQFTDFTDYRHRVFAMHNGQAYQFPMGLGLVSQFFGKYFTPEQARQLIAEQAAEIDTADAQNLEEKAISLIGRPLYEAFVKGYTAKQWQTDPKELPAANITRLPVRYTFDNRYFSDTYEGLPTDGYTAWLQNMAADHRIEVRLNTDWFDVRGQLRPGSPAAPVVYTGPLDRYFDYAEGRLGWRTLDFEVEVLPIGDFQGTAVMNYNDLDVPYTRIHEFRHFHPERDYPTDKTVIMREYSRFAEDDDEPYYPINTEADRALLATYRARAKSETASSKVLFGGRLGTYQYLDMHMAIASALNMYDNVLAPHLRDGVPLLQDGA
FadD28 binding: inhibitors of Mycobacterium tuberculosis FadD28 bisubstrate binding. FadD28 bisubstrate probe binding, fluorescence polarization. inhibition, % at 12.5 µM. 360,000 compounds, 0.22% hits. AID 588549; in the data active means inhibition above about 8.5%, passing the limit was not always enough; inconclusive means no clear call, values can overlap the other calls
PfHsp40 rescue: rescue of PfHsp40-mediated yeast toxicity | growth rescue, % at 12.5 µM | 340,000 compounds, 0.68% hits | S. cerevisiae expressing PfHsp40, growth rescue, ATP luminescence; in the data active means growth rescue above about 28%, passing the limit was not always enough; inconclusive means no clear call, values can overlap the other calls;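 further: yeast W303a lacking pdr1 and pdr3 grown in galactose medium; growth measured after three days at 30 °C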
Anthrax LF inh2: anthrax lethal factor protease inhibition | 360,000 compounds, 0.12% hits | AID 588501 | inhibition, % at 10 µM | P15917 | multiplex microsphere protease cleavage assay, LF; further: plate controls were buffer without enzyme for full effect and enzyme alone for no effect
Mtb FBA inh: inhibitors of M. tuberculosis fructose-bisphosphate aldolase. P9WQA3. 360,000 compounds, 2.3% hits. purified M. tuberculosis FBA, fluorescence read-out. inhibition, % at 1 µM; in the data active means inhibition above about 27%;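 further: 0% = vehicle and 100% = reference inhibitor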
Target sequence (P9WQA3 whole entry, looked up): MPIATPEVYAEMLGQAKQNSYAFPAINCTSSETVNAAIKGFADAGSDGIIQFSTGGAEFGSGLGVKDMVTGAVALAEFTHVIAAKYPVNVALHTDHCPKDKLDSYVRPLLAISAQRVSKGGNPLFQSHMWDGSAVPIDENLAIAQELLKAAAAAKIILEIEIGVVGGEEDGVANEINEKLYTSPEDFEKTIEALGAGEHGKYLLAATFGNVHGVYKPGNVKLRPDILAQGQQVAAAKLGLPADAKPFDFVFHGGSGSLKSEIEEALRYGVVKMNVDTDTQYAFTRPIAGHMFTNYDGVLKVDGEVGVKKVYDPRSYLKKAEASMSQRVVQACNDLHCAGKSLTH
Starred values were filed as active, the others as inactive; ? = inconclusive; nt = no result given. Unless noted, no stated cut-off is given here; in the data, active means inhibition above about 30%; inconclusive means no clear call, values can overlap the other calls; inactive means below that.

SMILES	BoNT-F LC inh	BioA inh	GDH-TPI counter	BoNT A protease	UGM FP inh	FadD28 binding	PfHsp40 rescue	Anthrax LF inh2	Mtb FBA inh
C=C(C)c1cccc(C(C)(C)NC(=O)NCCN(CC)CC)c1	3	nt	-2	-0.9	-0.3	-0.8	-1.3	-11	2
O=C(Cc1ccc(NC(=O)C2CCCN(C(=O)C3CCCCC3)C2)cc1)Nc1cccc(C(=O)N2CCCC2)c1 (configuration not stated)	-7	-1.3	11	-0.3	nt	-1.6	2.0	-9	1
Nn1c(Cc2ccc(F)cc2)n[nH]c1=S	-4	nt	4	0.0	-0.7	-0.1	-0.2	-6	6
COc1cc(Cl)c(CC(=O)c2c[nH]c3ccccc23)cc1OC	-5	nt	-2	-0.9	-1.0	-3.4	0.4	5	-2
O=C(Oc1ccccc1)N1CCCCC1	3	-0.1	-1	0.5	nt	0.5	nt	3	0
CC(=O)C1(C)C(=O)N(c2ccc(C)cc2)C(=O)N1c1ccc(C)cc1 (configuration not stated)	-8	nt	-3	-0.2	nt	-4.0	-0.9	-1	-2
CC(CC(=O)Nc1ccc(S(=O)(=O)Nc2ncccn2)cc1)c1ccccc1 (configuration not stated)	-19	-0.7	6	-4.8	-1.9	-3.3	-0.9	7	1
CCn1c(N2CCN(C(=S)NCC(C)C)CC2)nc2ccccc21	0	-0.8	-3	0.4	0.1	-3.0	1.4	-1	1
O=C(Nc1cccc(S(=O)(=O)N2CCOCC2)c1)C1COc2ccccc2O1 (configuration not stated)	5	1.4	-2	-5.1	nt	-2.6	-1.3	-1	-1
CC(C)c1ccc(OCc2nnc(SCC(=O)N3CCCCC3)o2)cc1	1	-0.7	-2	-0.3	0.3	-1.5	0.5	0	-1
CCOc1cc(S(=O)(=O)Nc2ccccc2CC)ccc1Cl	0	nt	4	0.9	-2.9	-0.9	3.3	-2	-1
Cc1[nH]c(=O)[nH]c(=O)c1S(=O)(=O)NCCc1ccc(S(N)(=O)=O)cc1	1	0.2	6	-0.4	-0.6	-1.5	-2.6	0	-2
Cc1nn(C)c(C)c1/C=N/NC(=O)CCn1nc(C)c([N+](=O)[O-])c1C	-4	-1.5	1	-0.1	1.5	1.0	-0.8	-1	1
O=C(CCN1C(=O)/C(=C\c2cccs2)SC1=S)Nc1ccccn1	-1	-3.4	1	2.9	-4.2	-0.2	-0.2	2	0
COc1cccc(/C=N/NC(=O)c2nnn(-c3nonc3N)c2C(C)C)c1	-5	1.9	11	-3.6	-0.8	-1.5	-1.1	-3	5
O=C(O)CC(CC(=O)Nc1nncs1)c1ccccc1 (configuration not stated)	-5	-2.2	0	-0.7	1.0	-3.0	-2.3	0	-10
COCC(C)NC(=O)c1cc(-c2ccccc2OC)on1 (configuration not stated)	-2	0.2	-4	0.3	1.5	-1.4	-0.4	-1	6
O=C(O)C1CC=CCC1C(=O)Nc1cccc(F)c1 (configuration not stated)	-5	-0.6	7	1.0	-1.9	0.0	0.3	-4	-1
CCOC(=O)C1C(=O)N(C)C2(C)CC1c1cc(OC)ccc1O2 (configuration not stated)	8	-0.4	8	1.3	-2.4	-1.1	0.1	-5	3
Cc1ccc2[nH]c(=O)c(CN(CCCO)S(=O)(=O)c3c(C)ccc4nsnc34)cc2c1	-9	-1.4	8	-0.8	0.0	-8.1	-0.8	-2	-2
Nc1c(NCCC2=CCCCC2)c(=O)[nH]c(=O)n1Cc1ccccc1	-4	-1.5	4	-0.6	-1.4	-3.2	0.7	-5	6
Cc1cc(C)c(S(=O)(=O)N2CCN(C(=O)c3cc4ccccc4oc3=O)CC2)c(C)c1	-10	0.5	13	-0.4	0.7	-3.2	4.0	-6	-3
CCOc1cccc(NC(=O)C2CC(=O)N(C)C(=Nc3ccccc3)S2)c1 (configuration not stated)	7	nt	13	2.1	0.1	-2.2	2.1	0	-1
COc1ccccc1/C=C/c1nc(S(=O)(=O)c2ccccc2)c(N(C)C)o1	-2	1.6	17	-0.6	-1.4	-0.4	-0.2	-5	6
Cc1cccc(C(=O)OC(C)CN2CCN(C)CC2)c1 (configuration not stated)	-1	-2.5	-5	0.5	2.6	-2.2	0.1	0	0
COc1ccc(C(=O)Nn2c(C3CCC3)nc3ccccc3c2=O)c(OC)c1	7	nt	-10	4.4	2.3	-2.2	-0.6	-8	0
COCCCN1C(=O)c2[nH]nc(-c3ccccc3O)c2C1c1cccc(Cl)c1 (configuration not stated)	-5	nt	-5	-1.5	-2.3	-5.0	-1.4	-4	1
CCCNC(=O)C(Cc1ccccc1F)NC(=O)c1ccc(C#N)cc1 (configuration not stated)	-8	-3.7	1	-0.5	1.3	-0.2	-1.0	-10	0
CCCCOC(=O)c1nnc(-c2ccccc2)o1	?	nt	-3	7.1	1.3	-4.0	0.1	10	-1
CCNC(=O)/C(C#N)=C/c1c(N2CCN(c3ccccc3)CC2)nc2ccccn2c1=O	5	2.9	9	0.3	-2.8	-1.6	0.0	5	50*
COc1ccc(C(C)=O)c(OC(=O)c2ccc(OC)c(OC)c2)c1	1	-0.7	-1	-0.3	0.4	-1.6	2.0	-5	5
COc1ccccc1CCNC(=O)Nc1cccc([N+](=O)[O-])c1	-1	nt	9	-0.1	1.0	-0.6	-0.7	-2	-1
COc1cc(NC(=O)CCCn2c(=O)oc3ccccc32)cc(OC)c1	0	2.0	-6	-0.5	-0.8	-8.0	2.9	-8	-1
O=C(NCc1nnc(SCC(=O)N2CCOCC2)o1)c1ccccc1	-2	-1.2	6	0.5	nt	0.6	nt	4	-2
Cc1ccc(S(=O)(=O)CCC(=O)N(CCN2CCOCC2)c2nc3ccccc3s2)cc1	nt	-0.9	0	nt	2.9	-2.1	0.2	nt	-2
C=Cn1ccnc1P(=S)(c1ccc(Cl)cc1)c1nccn1C=C	-8	3.1	2	-0.8	3.2	0.1	1.3	1	3
CC1CCCC/C1=N\NC(=S)Nc1cccnc1 (configuration not stated)	1	nt	9	-0.9	-1.5	-0.8	0.3	-1	-2
COc1ccc(NC(=O)N(C)C[C@H]2Oc3c(NC(=O)NC(C)C)cccc3C(=O)N([C@H](C)CO)C[C@@H]2C)cc1	2	-2.4	6	0.4	0.7	0.4	1.2	-5	-1
CCc1nc(SCC(=O)NNC(=O)C2CCCCC2)c2ccccc2n1	-8	-1.0	5	?	-0.8	-5.3	-1.1	-2	1
Cn1cnc([N+](=O)[O-])c1Oc1cccc2ccccc12	-8	nt	14	-1.4	1.8	-0.4	-1.2	-1	0
COc1ccc(NC(=O)[C@@H](NC(=O)c2ccccc2)C(C)C)cc1S(=O)(=O)N1CCCCC1	-20	-1.2	7	-1.6	-2.2	-1.5	0.1	-6	5
CC(NCCC(Cc1ccccc1)c1ccco1)c1ccccc1 (configuration not stated)	-12	-2.0	27	1.1	-1.6	-0.2	-0.8	5	1
CC1CCN(c2nc3ccc(C(=O)NCCCN4CCCCC4C)cc3s2)CC1 (configuration not stated)	-7	1.5	-9	-0.4	0.5	0.2	-1.6	-2	1
CCc1ccc(OCC(O)Cn2c(N3CCCCC3)nc3c2c(=O)[nH]c(=O)n3C)cc1 (configuration not stated)	8	-1.9	4	0.2	-1.8	0.8	0.2	-4	1
CCOCCCNC(=O)c1ccc2c(c1)N(Cc1ccccc1)C(=O)CS2=O (configuration not stated)	-6	-2.2	-5	-0.2	-1.6	-2.1	-1.4	2	0
CCCn1nnnc1SCC(=O)c1ccc(NC(C)=O)cc1	-29	-1.0	-1	-0.9	2.9	-5.0	-1.5	-4	-8
Fc1cc(F)cc(-c2oncc2-c2nnnn2-c2ccccc2)c1	2	-0.9	1	0.1	3.4	1.0	-1.0	4	-2
O=C1NC(=O)C2C1C(c1ccccc1)N1C3C(=O)NC(=O)C3C(c3ccccc3)N21 (configuration not stated)	-2	-2.7	2	-0.5	-2.5	-0.7	-1.3	-2	-2
Cc1cc(Cl)c2oc(C(=O)N3CCC(O)(c4ccccc4)CC3)c(C)c2c1	-36	0.4	1	-0.7	-3.2	-5.0	2.3	17	-2
Cc1ccc(N(C)S(=O)(=O)c2cccc(C(=O)NC3=NCCS3)c2)cc1	-4	nt	0	0.2	0.0	-1.8	-1.0	2	-2

Entries of single compounds from above:
COc1cc(NC(=O)CCCn2c(=O)oc3ccccc32)cc(OC)c1 reads BoNT-F LC inh = 0; BioA inh = 2.0; GDH-TPI counter = -6; BoNT A protease = -0.5; UGM FP inh = -0.8; FadD28 binding = -8.0; PfHsp40 rescue = 2.9; Anthrax LF inh2 = -8; Mtb FBA inh = -1
Cn1cnc([N+](=O)[O-])c1Oc1cccc2ccccc12 reads BoNT-F LC inh = -8; BioA inh = nt; GDH-TPI counter = 14; BoNT A protease = -1.4; UGM FP inh = 1.8; FadD28 binding = -0.4; PfHsp40 rescue = -1.2; Anthrax LF inh2 = -1; Mtb FBA inh = 0

A draw from above in order of molecular weight, largest number first.
SMILES	BoNT-F LC inh	BioA inh	GDH-TPI counter	BoNT A protease	UGM FP inh	FadD28 binding	PfHsp40 rescue	Anthrax LF inh2	Mtb FBA inh
COc1ccc(NC(=O)[C@@H](NC(=O)c2ccccc2)C(C)C)cc1S(=O)(=O)N1CCCCC1	-20	-1.2	7	-1.6	-2.2	-1.5	0.1	-6	5
CCOCCCNC(=O)c1ccc2c(c1)N(Cc1ccccc1)C(=O)CS2=O (configuration not stated)	-6	-2.2	-5	-0.2	-1.6	-2.1	-1.4	2	0
Cc1ccc(N(C)S(=O)(=O)c2cccc(C(=O)NC3=NCCS3)c2)cc1	-4	nt	0	0.2	0.0	-1.8	-1.0	2	-2
Cc1cc(Cl)c2oc(C(=O)N3CCC(O)(c4ccccc4)CC3)c(C)c2c1	-36	0.4	1	-0.7	-3.2	-5.0	2.3	17	-2
Fc1cc(F)cc(-c2oncc2-c2nnnn2-c2ccccc2)c1	2	-0.9	1	0.1	3.4	1.0	-1.0	4	-2

Later entries.
SMILES	BoNT-F LC inh	BioA inh	GDH-TPI counter	BoNT A protease	UGM FP inh	FadD28 binding	PfHsp40 rescue	Anthrax LF inh2	Mtb FBA inh
COCC1CCN(Cc2cn[nH]c2-c2ccc(OC)cc2F)C1 (configuration not stated)	0	-0.6	-2	0.6	2.6	-0.2	0.5	1	1
COc1ccc(CCn2c3c(c(=O)[nH]c2=O)C(NC(=O)c2cccs2)(C(F)(F)F)C(=O)N3)cc1OC (configuration not stated)	2	-1.8	-7	0.1	-1.6	-4.0	-1.5	-2	-1
CCC(=O)N(Cc1cc(=O)[nH]c2ccccc12)c1ccc(C)cc1	-2	-0.4	-2	-0.8	0.0	-3.4	0.0	-4	1
CC(=O)N1CCN(C(=O)c2ccc(OC3CCN(CCc4ccccc4)CC3)cc2)CC1	-1	-0.6	8	-0.1	-1.2	-3.5	1.8	4	-3
C/C(=N\NC(=O)c1cccc(C)c1O)c1ccc(NC(=O)Cc2ccccc2)cc1	-1	2.5	10	0.4	2.6	-1.3	0.0	-1	8
CCN=C1Cn2c(nc3scc(-c4ccccc4)c3c2=O)CN1CC	-6	-0.5	0	0.8	-2.3	-6.0	-0.3	-3	6
Cc1ccc(OCC(=O)NNC(=S)NC(=O)C(C)(C)C)c(Br)c1	0	1.2	15	-1.0	1.1	0.2	-0.3	2	-2
CN1C[C@@H]2C(c3ccccc3)C3(c4cccnc4)CC2(C3)[C@H]1c1ccccc1 (some centres not stated)	-6	1.7	4	0.0	2.0	-0.8	14	-5	0
COc1cccc(-c2nc(CS(=O)(=O)CC(=O)NCCCN3CCOCC3)c(C)o2)c1	1	-1.1	-3	0.2	0.7	-2.8	-0.8	0	-3
Cc1ccc([C@H]2C[C@@H](O)[C@H](n3cc(C4CC4)nn3)CN2CC2CCCCC2)cc1	-3	0.1	6	0.2	nt	0.2	nt	3	2
CCOC(=O)N1CCN(Cc2oc(CO)cc(=O)c2O)CC1	-3	-1.9	17	0.0	2.8	0.5	-0.7	-4	1

Assay outcomes: PubChem, several laboratories
